# Compound activity as filed in PubChem BioAssay.
# E coli Lon inh: inhibitors of E. coli Lon protease, primary screen, biochemical, fluorescence polarization; P0A9M0; purified E. coli Lon protease; inhibition, % at 7.94 µM; 0.42% of 360,000 active; AID 602123, 2011; in the data active = inhibition above about 13%, passing the limit was not always enough;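 also: 0% = enzyme with probe and DMSO and 100% = no enzyme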
# Target sequence (P0A9M0 whole entry, looked up): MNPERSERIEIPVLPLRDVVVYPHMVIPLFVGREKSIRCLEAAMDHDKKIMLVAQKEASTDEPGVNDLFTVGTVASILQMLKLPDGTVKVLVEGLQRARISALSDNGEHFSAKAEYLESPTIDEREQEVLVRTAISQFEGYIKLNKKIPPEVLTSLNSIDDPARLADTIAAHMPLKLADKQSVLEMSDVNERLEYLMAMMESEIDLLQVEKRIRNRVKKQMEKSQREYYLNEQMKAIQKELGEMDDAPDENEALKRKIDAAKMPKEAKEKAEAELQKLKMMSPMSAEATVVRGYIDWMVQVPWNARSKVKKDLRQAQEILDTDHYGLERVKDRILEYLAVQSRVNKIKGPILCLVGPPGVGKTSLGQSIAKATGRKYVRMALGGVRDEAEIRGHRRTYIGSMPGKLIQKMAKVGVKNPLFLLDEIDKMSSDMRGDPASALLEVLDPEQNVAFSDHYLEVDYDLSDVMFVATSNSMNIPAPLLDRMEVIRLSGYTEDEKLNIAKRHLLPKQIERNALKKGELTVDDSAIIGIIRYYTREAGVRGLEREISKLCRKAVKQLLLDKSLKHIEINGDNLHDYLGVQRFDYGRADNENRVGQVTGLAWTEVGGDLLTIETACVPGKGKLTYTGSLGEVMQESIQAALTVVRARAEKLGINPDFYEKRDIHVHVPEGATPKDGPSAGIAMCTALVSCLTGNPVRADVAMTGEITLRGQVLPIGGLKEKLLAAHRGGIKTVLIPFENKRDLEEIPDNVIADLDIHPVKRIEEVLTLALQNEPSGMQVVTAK
# FAS TE block: FAS thioesterase domain inhibitors, primary screen, biochemical, fluorescence intensity, uHTS; inhibition, % at 15 µM; 0.67% of 360,000 active; Fatty acid synthase (Homo sapiens), P49327; recombinant FAS-TE, OMFH fluorogenic substrate, fluorescence endpoint;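 active = compounds whose normalised, plate-corrected inhibition of enzyme fluorescence in the single-dose primary screen is 50% or more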;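 also: 0% = DMSO with enzyme and 100% = substrate without enzyme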
# bovine MsrA act: bovine MsrA enzyme activators, primary screen, biochemical, absorbance, HTS; purified bovine MsrA, absorbance read-out; 0.3% of 360,000 active; activation, % at 10.6 µM; Methionine sulfoxide reductase A (Bos taurus); AID 602163, 2012; in the data active = activation above about 7.5%;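 also: 0% = vehicle and 100% = reference activator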
# CendR NRP1 mod: modulators of CendR peptide binding to NRP-1, primary screen, biochemical, fluorescence polarization, uHTS | FAM-RPARPAR peptide binding to NRP-1 | inhibition, % at 25 µM | 0.85% of 360,000 active | AID 602438, 2012;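 active = inhibition or corrected inhibition above about 18%, plus a signal ratio from 0.5 to 1.5, limit read from the data, passing the limit was not always enough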; also: strong numbers were not always called active
# MsrA inhibitor: bovine MsrA enzyme inhibitors, primary screen, biochemical, absorbance, HTS | Methionine sulfoxide reductase A (Bos taurus) | purified bovine MsrA, absorbance read-out | inhibition, % at 15.5 µM | 0.75% of 360,000 active | AID 651718, 2012; in the data active = inhibition above about 4.5%;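 also: 0% = vehicle wells with enzyme and 100% = reference inhibitor wells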
# Tb MetRS inh: T. brucei MetRS inhibitors, primary screen, biochemical, luminescence | 0.4% of 360,000 active | purified T. brucei MetRS, ATP depletion, Kinase-Glo luminescence | methionyl-tRNA synthetase (Trypanosoma brucei brucei) | inhibition, % at 11.9 µM;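 active = inhibition above a per-plate cutoff of the control wells' mean inhibition plus 3 SD, cut at about 5.5% in these data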;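 also: 0% = DMSO wells median and 100% = median of wells with control inhibitor compound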
#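 Assay system: T. brucei methionyl-tRNA synthetase, purified | Medium: HEPES buffer with MgCl2, KCl, DTT, spermine, BSA, pyrophosphatase | Compound: 11.9 µM single point | Incubation: 15 min enzyme-compound preincubation, 2 h reaction, 10 min detection, 25 °C | Measured by: Kinase-Glo luciferase luminescence reporting remaining unconsumed ATP | Measure: % inhibition normalized to control-well medians | Replication: Singlicate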
# SKN-1 block: suppressors of acrylamide-induced Pgst-4::GFP reporter in worms, primary screen, SKN-1 inhibitor project, whole organism, uHTS, GFP/RFP fluorescence ratio, strain VP596 | 0.49% of 360,000 active | AID 624304, 2012 | C. elegans VP596 Pgst-4::GFP/RFP ratio, 24 h | inhibition, % at 21.8 µM;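 active = interference check ratio from 0.5 to 1.5 plus GFP to RFP signal ratio inhibition reaching or exceeding a fixed threshold, cut at about 30% in these data, passing the limit was not always enough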; also: some compounds called inactive have numbers as strong as hits
# MLLE-PAM2 inh: inhibitors of PABP1 MLLE–PAM2 peptide binding, primary screen, biochemical, fluorescence polarization, FITC-PAM2, GST-MLLE; inhibition, % at 20 µM; 0.36% of 360,000 active; in the data active = inhibition above about 35%, passing the limit was not always enough;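 also: plate controls were DMSO wells with GST-MLLE for no effect and wells lacking GST-MLLE protein for full effect; some results filed as inactive read as strong as hits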
# MT1-MMP act inh: blockers of MT1-MMP proenzyme processing, primary screen, HT1080 RFP-PRO-GFP cells, GFP/RFP fluorescence | Matrix metalloproteinase-14 (Homo sapiens), P50281 | GFP/RFP ratio fluorescence, overnight; percent of plate control window, DMSO zero | GFP/RFP ratio change, % at 20 µM | 0.061% of 360,000 active | AID 651647, 2012;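 active = GFP/RFP ratio change of at least 30% with cell ATP level not reduced by more than half and red fluorescence within 50% of control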; also: strong numbers were not always called active
#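 Test system: HT1080 cells expressing an RFP-PRO-GFP fluorescent reporter construct / Compound dosing: single-point 20 µM compound, 1% DMSO / Schedule: cells overnight before dosing, compound overnight, 37 °C, 5% CO2 / Evaluation: GFP/RFP fluorescence ratio / Control set: DMSO and RFP-L50D-GFP cell wells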
# * marks the source's active call; other numbers are inactive results; · = not tested or not shown.
1: CCC1CN(C(=O)N2CCC(C(=O)NCc3cc(OC)c(OC)c(OC)c3)CC2)c2ccccc2O1 (stereo not drawn)
2: O=C(CCC1CCN(C(=O)c2ccccc2Cl)CC1)NCc1ccc(F)cc1
3: Cc1cc(=O)c(C(=O)O)nn1-c1cccc(C(F)(F)F)c1
4: CCc1ccc(NC(=O)CSc2nc(=O)n(CCN(C)C)c3c2CCCC3)cc1
5: COc1ccc2c(c1)[C@H]1[C@H](CO2)[C@H](c2ccccc2)[C@]2(C)C(=O)N(Cc3ccc(C)cc3)CC(=O)N12
6: Cc1ccc(S(=O)(=O)Nc2ccccc2C(C(=O)OC(C)(C)C)C(=O)OC(C)(C)C)cc1

entry no.	1	2	3	4	5	6
E coli Lon inh	-9	-5	-6	-2	7	·
FAS TE block	-6	1	-7	-3	63*	·
bovine MsrA act	-2	0	-3	1	-8	·
CendR NRP1 mod	-4	16	2	-11	-2	-11
MsrA inhibitor	0.8	-0.8	-0.9	-0.1	·	0.5
Tb MetRS inh	0.0	-0.1	-0.6	0.4	-0.4	-0.1
SKN-1 block	15	5	-4	23	5	-12
MLLE-PAM2 inh	7	5	-15	-17	-4	·
MT1-MMP act inh	-2	1	0	-2	-7	-1

7: CCCCC(=O)N1C/C=C\C(c2ccc(OC)cc2)N(Cc2ccc(F)cc2)C(=O)C1 (stereo not drawn)
8: O=C(NC(=C(Cl)Cl)S(=O)(=O)c1ccc(Cl)cc1)c1ccccc1
9: O=C(CSc1nnnn1C1CCCC1)NCCc1ccccc1
10: N#CCCn1cc(/C=N/O)c(-c2ccccc2)n1
11: CCOc1ccc(NC(=O)CN(C)CC(=O)Nc2cccc(Cl)c2C)cc1OCC
12: CCc1ccc2[nH]c(C)c(CN3CCCCCC3)c(=O)c2c1

entry no.	7	8	9	10	11	12
E coli Lon inh	1	0	-4	2	2	2
FAS TE block	2	14	-3	-10	1	-5
bovine MsrA act	-2	-1	-6	-11	-1	-7
CendR NRP1 mod	11	-7	8	-1	-4	2
MsrA inhibitor	0.3	1.4	0.1	1.3	-2.6	0.7
Tb MetRS inh	-0.2	-0.4	-0.3	-1.5	0.2	-0.8
SKN-1 block	27	-8	3	5	14	11
MLLE-PAM2 inh	7	-29	3	2	1	-2
MT1-MMP act inh	0	7	-2	9	-1	-2

# In the list so far, two contain an aryl thioether with sulfur outside any ring:
4: CCc1ccc(NC(=O)CSc2nc(=O)n(CCN(C)C)c3c2CCCC3)cc1
9: O=C(CSc1nnnn1C1CCCC1)NCCc1ccccc1

entry no.	4	9
E coli Lon inh	-2	-4
FAS TE block	-3	-3
bovine MsrA act	1	-6
CendR NRP1 mod	-11	8
MsrA inhibitor	-0.1	0.1
Tb MetRS inh	0.4	-0.3
SKN-1 block	23	3
MLLE-PAM2 inh	-17	3
MT1-MMP act inh	-2	-2

# Additional results follow.
13: NC(CCc1ccccc1)c1csc(NC(=O)Nc2cccc(Cl)c2)n1 (stereo not drawn)
14: O=C(CN1CCC(C(=O)c2cccc(F)c2)CC1)NCc1cccs1
15: Cc1ccccc1C(=O)N1CCN(c2ccc(NC(=O)c3ccco3)cc2Cl)CC1
16: CC[C@]1(c2cccc(C)c2)C(=O)N(C(=O)OC)N1C(=O)OC
17: Clc1ccccc1-c1ccc2ncnc(NCc3cccnc3)c2c1
18: CCCCN(C(=O)C1=COCCO1)c1c(N)n(CCCC)c(=O)[nH]c1=O

entry no.	13	14	15	16	17	18
E coli Lon inh	4	0	3	-3	0	-1
FAS TE block	-15	-4	6	62*	-5	-5
bovine MsrA act	0	-8	-1	-2	-2	-8
CendR NRP1 mod	2	-5	4	-8	-2	-4
MsrA inhibitor	-2.2	-0.6	-0.8	0.1	-0.2	-0.9
Tb MetRS inh	-0.1	-0.8	-0.2	-0.2	12*	-0.3
SKN-1 block	3	0	12	7	13	4
MLLE-PAM2 inh	-9	-4	-2	11	-7	14
MT1-MMP act inh	-5	4	-2	-1	5	-1

19: CNS(=O)(=O)c1cccc(C(=O)OCc2cc(Cl)cc3c2OCOC3)c1
20: COc1c(Br)cc(Br)cc1C(=O)O
21: O=S(=O)(Nc1cccc2ccccc12)c1ccccc1
22: O=[N+]([O-])c1ccc(NN=CC2CCCCCC2)c([N+](=O)[O-])c1
23: COc1cc2c(cc1NC(=O)c1cc(-c3cccnc3)nc3ccc(C)cc13)oc1ccccc12
24: COc1ccccc1OCCNC(=O)c1ccc(S(=O)(=O)N(C)C)cc1

entry no.	19	20	21	22	23	24
E coli Lon inh	3	0	9	-5	0	-6
FAS TE block	13	-8	1	13	19	-7
bovine MsrA act	-7	1	-12	-3	-10	-8
CendR NRP1 mod	24	4	-1	-8	-9	-1
MsrA inhibitor	0.3	-1.9	0.9	-0.5	-0.9	-0.3
Tb MetRS inh	-1.5	-0.4	-0.9	-0.7	-1.3	-1.3
SKN-1 block	-34	19	-13	3	-3	-9
MLLE-PAM2 inh	-7	13	8	·	-1	5
MT1-MMP act inh	5	1	0	10	-4	4

25: COc1ccc(C(=S)Nc2ccc(C)cc2)cc1
26: COc1ccc([C@H]2C[C@@H](n3cc(C4CC4)nn3)[C@H](O)CN2C(=O)C2CCCCC2)cc1
27: CN1CC(=O)NC1=NC(=O)c1ccc(Cl)c(S(=O)(=O)N2CCCCCC2)c1
28: CCOC(=O)c1nc[nH]c1C
29: COc1ccc(COC(=O)c2cc([N+](=O)[O-])ccc2N2CCOCC2)cc1F
30: O=C(Nc1ccc2c(c1)OCO2)C1CC(c2ccccc2O)=NO1 (stereo not drawn)

entry no.	25	26	27	28	29	30
E coli Lon inh	5	-1	-3	-4	-5	2
FAS TE block	2	-8	2	-10	54*	6
bovine MsrA act	-4	-3	1	-2	-3	-2
CendR NRP1 mod	2	1	10	-2	3	6
MsrA inhibitor	0.1	1.0	-0.3	1.2	0.6	-0.7
Tb MetRS inh	-1.1	-0.5	-0.4	-0.5	-0.4	-0.3
SKN-1 block	8	14	16	-3	-8	1
MLLE-PAM2 inh	40*	11	2	2	6	0
MT1-MMP act inh	3	1	1	4	6	4

31: COc1ccc(C(=O)COC(=O)CN2C(=O)NC(C)(C)C2=O)cc1OC
32: COC(=O)C1=C(C)N(c2ccc(Cl)c(Cl)c2)C(=O)C1
33: O=c1oc2ccccc2cc1NCc1ccccc1O
34: CCOc1ccc(S(=O)(=O)NCc2ccc(F)cc2)c2cccnc12
35: Cc1cnc(NC(=O)CN(C)S(=O)(=O)c2ccc(Cl)cc2)s1
36: COC(=O)c1cc(NC(=O)C2CC=CCC2C(=O)O)cc(C(=O)OC)c1 (stereo not drawn)

entry no.	31	32	33	34	35	36
E coli Lon inh	1	-4	2	-2	-4	-3
FAS TE block	-7	6	8	-4	-7	-4
bovine MsrA act	0	-4	2	-9	-16	-3
CendR NRP1 mod	16	7	-6	-1	2	9
MsrA inhibitor	-0.3	0.1	1.5	1.2	-0.3	-0.9
Tb MetRS inh	-0.7	0.6	-0.1	-0.6	-1.8	0.5
SKN-1 block	-1	-10	17	1	-13	9
MLLE-PAM2 inh	5	14	6	-4	13	-9
MT1-MMP act inh	2	-12	-1	-3	-6	2

37: CN(Cc1ccccc1)C(=O)c1cccc(NC(=O)Cc2cccc(NC(=O)C3CCN(C(=O)C4CCC4)CC3)c2)c1
38: CCCCCC(=O)N/N=C(\C)c1ccc(N2CCCCC2)cc1
39: COc1cccc(C(=O)N2CCn3c2nc2ccccc23)c1
40: COc1ccccc1C(=O)NC(=O)COC(=O)C1CC1
41: CCCCN(C=O)c1c(CC)nc2c(OCCOc3ccccc3)cccn12
42: Cc1ccc(S(=O)(=O)N2CCCCC2C(=O)O)cc1 (stereo not drawn)

entry no.	37	38	39	40	41	42
E coli Lon inh	4	-11	5	-4	2	-4
FAS TE block	-3	0	-6	-4	-2	-1
bovine MsrA act	0	-2	-7	0	2	-7
CendR NRP1 mod	1	1	5	3	3	-6
MsrA inhibitor	0.3	1.6	0.1	0.1	-0.3	-1.6
Tb MetRS inh	0.2	0.0	0.3	0.0	-0.5	-0.9
SKN-1 block	20	-2	8	18	6	5
MLLE-PAM2 inh	2	4	0	12	-8	9
MT1-MMP act inh	0	1	3	-3	-2	-2

43: Cc1ccc(OC(F)F)c(NC(=O)Nc2cccc(C(F)(F)F)c2)c1
44: C[C@@H]1CC=C[C@@H]2[C@H]1C(=O)N(Cc1ccccc1)[C@H]2c1cccc(C#Cc2ccccc2)c1
45: Cc1cc(Cl)ccc1C(=O)C1CCCN(C(=O)/C=C/c2cnn(C)c2)C1 (stereo not drawn)
46: Cc1cccc(N2CCC(N3CCN(C4CCCCC4)C(CCO)C3)CC2)c1C (stereo not drawn)
47: O=C(O)COc1ccc2c(c1)CCCC2
48: O=C1CSC(c2c(F)cccc2Cl)N1c1cccc(F)c1 (stereo not drawn)

entry no.	43	44	45	46	47	48
E coli Lon inh	-3	0	-4	-10	-3	3
FAS TE block	37	17	1	-2	-4	-3
bovine MsrA act	-2	0	-4	0	-1	-8
CendR NRP1 mod	0	4	-11	7	1	14
MsrA inhibitor	·	1.4	-0.4	1.8	-1.7	0.4
Tb MetRS inh	-0.2	0.4	-0.2	-1.3	-0.3	-1.5
SKN-1 block	2	-16	3	14	-8	-15
MLLE-PAM2 inh	4	-65	1	-2	6	-2
MT1-MMP act inh	-19	-14	-2	4	7	-3

49: CC(C)OCCCN1CC(=O)N2[C@@H](Cc3c([nH]c4ccccc34)C2(C)C)C1=O
50: CCOC(=O)Cc1csc(NC(=O)/C=C/c2cccc(Br)c2)n1
51: Cn1nc(C(=O)N2CCN(c3ccccn3)CC2)c2ccccc2c1=O
52: c1cc2[nH]snc2c2nc(C3CC3)nc12
53: COCCNc1ncnc2c1ncn2[C@H]1CN(Cc2cc(OC)c(OC)c(OC)c2)C[C@@H](CO)O1
54: Cn1c2c(c(=O)n(C)c1=O)CS(=O)c1ccccc1N2 (stereo not drawn)
55: Cc1ccc(C(=O)O)cc1N=Cc1cc(Br)cc(Br)c1O
56: CCOc1ncccc1C(=O)Nc1nnc(C(CC)CC)s1

entry no.	49	50	51	52	53	54	55	56
E coli Lon inh	9	0	-10	-2	3	-11	5	1
FAS TE block	-10	2	-7	-7	-1	2	-8	-7
bovine MsrA act	-8	-6	-1	-9	1	-4	-4	-4
CendR NRP1 mod	12	4	1	2	-9	-14	-78	2
MsrA inhibitor	-0.9	2.2	-1.4	0.7	-0.1	0.7	·	-0.6
Tb MetRS inh	-1.0	-0.2	-0.2	-0.8	-0.3	0.1	0.7	-0.5
SKN-1 block	19	-15	22	-3	-7	15	1	2
MLLE-PAM2 inh	-14	-20	-8	9	1	-13	13	0
MT1-MMP act inh	1	-21	·	-19	6	6	2	-1

# The order is random. Share with any hit: about 4%.
